Compound activity (PubChem BioAssay)
HePTP inh = inhibitors of human HePTP phosphatase, primary screen, biochemical, absorbance, leukemia target | recombinant HePTP phosphatase activity, OD absorbance | inhibition, % at 20 µM | 110,000 compounds, 0.64% hits | AID 521, 2006; in the data active means inhibition above about 50%;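 further: plate controls were vehicle for no effect and reference inhibitor for full effect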
Target sequence (P35236 whole entry, looked up): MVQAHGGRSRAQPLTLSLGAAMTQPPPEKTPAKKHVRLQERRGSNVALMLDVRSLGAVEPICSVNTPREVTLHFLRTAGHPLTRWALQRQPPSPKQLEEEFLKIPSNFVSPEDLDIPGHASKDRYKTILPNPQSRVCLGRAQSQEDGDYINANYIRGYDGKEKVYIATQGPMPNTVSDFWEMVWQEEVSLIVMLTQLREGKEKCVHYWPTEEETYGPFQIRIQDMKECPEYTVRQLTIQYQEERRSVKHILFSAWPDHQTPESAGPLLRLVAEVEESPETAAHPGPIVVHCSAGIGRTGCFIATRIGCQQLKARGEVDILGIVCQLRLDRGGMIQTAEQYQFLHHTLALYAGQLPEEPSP
BAP1 block = inhibitors of BAP1 deubiquitinase, primary screen, biochemical, Ub-AMC fluorescence, kinetic; Ubiquitin carboxyl-terminal hydrolase BAP1 (Homo sapiens), Q92560; recombinant BAP1, Ub-AMC hydrolysis fluorescence kinetic; hits give low values; activity remaining (% of control), % at 20 µM; 72,000 compounds, 0.48% hits; AID 436, 2006;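 active means activity remaining at or below 50% of control, provided the compound also passes the data quality filters; inactive means the rest, including low values that fail the filters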;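 further: 100% = DMSO wells rate and 0% = substrate alone blank rate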
Target sequence (Q92560 whole entry, looked up): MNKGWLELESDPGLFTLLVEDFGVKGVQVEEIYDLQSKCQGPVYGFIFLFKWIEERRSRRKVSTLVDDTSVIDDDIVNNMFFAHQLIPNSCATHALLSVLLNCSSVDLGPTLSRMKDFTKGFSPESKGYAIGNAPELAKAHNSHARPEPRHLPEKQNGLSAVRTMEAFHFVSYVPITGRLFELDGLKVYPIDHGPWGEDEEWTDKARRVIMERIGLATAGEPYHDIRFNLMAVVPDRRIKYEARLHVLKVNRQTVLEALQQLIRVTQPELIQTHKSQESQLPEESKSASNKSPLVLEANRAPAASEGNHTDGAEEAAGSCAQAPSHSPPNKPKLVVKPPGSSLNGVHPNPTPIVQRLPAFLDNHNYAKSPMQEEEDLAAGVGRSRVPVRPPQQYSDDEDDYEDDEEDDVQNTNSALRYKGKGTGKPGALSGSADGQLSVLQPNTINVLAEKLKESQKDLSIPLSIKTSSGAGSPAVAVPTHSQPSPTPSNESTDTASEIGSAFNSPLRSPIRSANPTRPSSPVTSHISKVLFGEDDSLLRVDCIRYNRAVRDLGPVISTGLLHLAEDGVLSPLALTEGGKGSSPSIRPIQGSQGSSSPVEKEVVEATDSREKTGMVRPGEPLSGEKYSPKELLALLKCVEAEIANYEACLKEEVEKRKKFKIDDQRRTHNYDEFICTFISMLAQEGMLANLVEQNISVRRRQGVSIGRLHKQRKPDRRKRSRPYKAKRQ
* = called active by the depositor; & = joins results of further samples.

How did NC(=O)c1c(NC(=O)c2ccccc2F)sc2c1CCCCCC2 do in these assays?
HePTP inh: 16.2

How did O=C(Nc1ccccc1)c1cccc(N2CCCC2=O)c1 do in these assays?
HePTP inh: -9.0; BAP1 block: 79.3

What do the screens show for `N#Cc1nc(-c2ccc(F)cc2)oc1NCc1cccc2c1OCO2`?
HePTP inh: -6.6; BAP1 block: 287.3

Results for O=C(C1CCC(C(=O)N2CCCCC2)CC1)N1CCCCC1 (stereo not drawn) ?
HePTP inh: 7.1; BAP1 block: 79.4

Results for CN1CCCC1=NC(=S)CN1CCCC1=S ?
HePTP inh: 96.9*

Results for CCCC1CCC(c2ccc(C#N)cc2)CC1 (stereo not drawn) ?
BAP1 block: 51.5

How did CC(C)c1cc(C(=O)N2CCN(C(c3ccccc3)c3ccccc3)CC2)no1 do in these assays?
HePTP inh: -4.8; BAP1 block: 86.4

Results for CC(Sc1ccc2nnc(-c3ccc(F)cc3)n2n1)C(=O)O (stereo not drawn) ?
HePTP inh: -7.9; BAP1 block: 97.6

What do the screens show for `CCOc1cc2c3c(c1)C1(OCCO1)C(=O)N3C(C)(C)CC2C` (stereo not drawn)?
HePTP inh: 11.8; BAP1 block: 74.5

Results for CCOc1ccc2nc(SCC(=O)Nc3ccc(C)cc3)sc2c1 ?
HePTP inh: 3.9

How did Cc1ccnc(NC(=O)CSc2cc(=O)n(C)c3ccccc23)c1 do in these assays?
HePTP inh: 3.9; BAP1 block: 86.3

Results for CCOC(=O)c1ccc(N2CC(O)=C(c3nc4ccccc4c(=O)[nH]3)C2=N)cc1 ?
HePTP inh: 15.7

How did COc1ccc(N2CC(C(=O)OCC(=O)c3cccc(OC)c3)CC2=O)cc1 (stereo not drawn) do in these assays?
HePTP inh: -1.0; BAP1 block: 98.3

How did COc1ccc(C(c2nnnn2Cc2ccc(F)cc2)N2CCN(c3ccccc3)CC2)cc1 (stereo not drawn) do in these assays?
HePTP inh: 2.0; BAP1 block: 59.6

What do the screens show for `CCCC(=O)NC(C)c1nc2ccccc2n1CC` (stereo not drawn)?
HePTP inh: -2.3; BAP1 block: 99.3

What do the screens show for `COc1ccc(OC)c2sc(NC(=O)C3COc4ccccc4O3)nc12` (stereo not drawn)?
HePTP inh: -4.6; BAP1 block: 79.9

How did COc1ccc(NC(=O)CSCCc2ccccn2)c([N+](=O)[O-])c1 do in these assays?
HePTP inh: 1.0

What do the screens show for `O=C(O)CCCC(=O)NC1=NCCS1`?
BAP1 block: 91.1

What do the screens show for `O=C(O)c1ccc(S(=O)(=O)c2ccc3c(c2)C(=O)N(CC2CCCO2)C3=O)cc1` (stereo not drawn)?
HePTP inh: 7.1; BAP1 block: 96.4

What do the screens show for `CN(Cc1ccccc1)C(=O)c1nn2c(C(F)(F)F)cc(-c3ccccc3)nc2c1Cl`?
HePTP inh: -2.0

How did O=C(Nc1nc2ccc(Cl)cc2s1)c1ccccc1[N+](=O)[O-] do in these assays?
HePTP inh: 4.5

What do the screens show for `Cc1ccc(-n2nc3ccc(NC(=O)C(C)C)cc3n2)cc1Cl`?
HePTP inh: -4.3

How did COCCNC(C)C(=O)C12CC3CC(CC(C3)C1)C2 (stereo not drawn) do in these assays?
HePTP inh: 5.1; BAP1 block: 104.7

What do the screens show for `Cc1ccc(S(=O)(=O)Nc2ccc(Br)cc2C(=O)c2ccccc2)cc1`?
HePTP inh: 8.7

Results for CCOc1ccc(NC2=NC(C(=O)NCc3ccccc3)CC(=O)N2)cc1 (stereo not drawn) ?
HePTP inh: -0.3; BAP1 block: 105.1

Results for COc1cccc2c1CC/C(=C\c1ccc(N(C)C)cc1)C2=O ?
HePTP inh: 5.7

Results for CCOP(=O)(OCC)/C(=C(\NC(=O)c1ccccc1)C(=O)Nc1ccc(Cl)cn1)c1ccccc1 ?
HePTP inh: -8.7

What do the screens show for `Cc1cc([N+](=O)[O-])ccc1N/C=C/C(=O)c1ccc(Br)cc1`?
HePTP inh: -8.8

What do the screens show for `Cc1ccc(NCc2nnc(SCC(=O)N3CCc4ccccc43)n2C)cc1`?
HePTP inh: 11.2; BAP1 block: 97.3

What do the screens show for `O=C(CN1C(=O)c2cccc([N+](=O)[O-])c2C1=O)N1CCc2ccccc2C1`?
HePTP inh: 9.9

Results for Cc1csc(NC(=O)CCNS(=O)(=O)c2ccc3c(c2)c(=O)n(C)c(=O)n3C)n1 ?
HePTP inh: -3.2; BAP1 block: 96.7

Results for Clc1ccc(C2=Nn3c(nnc3-c3cccc(Br)c3)SC2)cc1 ?
BAP1 block: 173.4

How did CN1C(=O)/C(=C\c2cn(Cc3ccccc3)c3ccccc23)SC1=S do in these assays?
HePTP inh: 4.3

What do the screens show for `CCOc1cc(C=O)ccc1OCc1c(F)cccc1Cl`?
HePTP inh: 0.4

What do the screens show for `CCN(CC)C(=S)Sc1nc(Nc2ccc(OC)cc2)nc(Nc2cccc([N+](=O)[O-])c2)n1`?
HePTP inh: 3.4

How did CCCCCc1nc2sc3c(c2c(=O)n1N)CC(C)(C)OC3 do in these assays?
HePTP inh: 5.7

Results for CN(CCCNC(=O)c1cccc(N2CCCC2=O)c1)c1ccccc1 ?
HePTP inh: 7.8; BAP1 block: 119.3

Results for COc1ccc(N2C(=O)CC(NCc3cccs3)C2=O)cc1 (stereo not drawn) ?
HePTP inh: -3.6; BAP1 block: 106.7

What do the screens show for `CNc1oc(C)nc1S(=O)(=O)c1ccccc1`?
HePTP inh: -1.2; BAP1 block: 98.0

What do the screens show for `O=C(CSc1nc2ccccc2s1)NNC(=S)Nc1ccc(Cl)cc1`?
HePTP inh: 0.3

Results for COc1cc(-c2nnc3sc(Cc4ccccc4)nn23)cc(OC)c1OC ?
HePTP inh: 3.7

Results for CCN(CC)S(=O)(=O)c1ccc(NC(=O)Nc2ccccc2)cc1 ?
HePTP inh: -11.6

What do the screens show for `CN(C)c1cccc(C(=O)n2nnc3ccccc32)c1`?
HePTP inh: -6.0

Results for O=C(c1cc(-c2cccc(O)c2)on1)N1CCCCC1 ?
HePTP inh: -4.0; BAP1 block: 87.5

How did CC(C)N=C(NC#N)SCc1ccccc1F do in these assays?
HePTP inh: 6.8; BAP1 block: 85.1

What do the screens show for `COc1cc(C2C(C#N)=C(N)Oc3cc(C)n(Cc4ccccn4)c(=O)c32)cc2c1OCO2` (stereo not drawn)?
HePTP inh: 10.7

Results for COc1ccc(C(=O)Nc2ccc(Cl)c(-c3nc4ccccc4s3)c2)cc1[N+](=O)[O-] ?
HePTP inh: 65.0*

How did O=C1O/C(=C\C(=O)N2CCOCC2)c2ccccc21 do in these assays?
HePTP inh: 4.4&5.5; BAP1 block: 100.2

Results for NC(=O)c1c(NC(=O)CN2C(=O)c3ccccc3C2=O)sc2c1CCC2 ?
HePTP inh: -3.9

What do the screens show for `Nc1nnc(SCc2ccc(F)cc2Cl)s1`?
HePTP inh: 6.3; BAP1 block: 115.7

Results for COc1ccc(CC(=O)O/N=C(\N)c2ccncc2)cc1OC ?
HePTP inh: -0.6

How did O=C(O)C(Cc1ccccc1)N1C(=O)/C(=C/c2cccs2)SC1=S (stereo not drawn) do in these assays?
HePTP inh: 8.9

How did CCc1ccc(C(=O)Cn2ccsc2=N)cc1 do in these assays?
BAP1 block: 70.0

What do the screens show for `CCCC(c1nnnn1CCOC)N1CCN(C(=O)c2ccco2)CC1` (stereo not drawn)?
HePTP inh: -6.0; BAP1 block: 102.2

What do the screens show for `O=C(Nc1cccc(F)c1)C1CCN(C(=O)Cc2ccccc2)CC1`?
HePTP inh: 11.3; BAP1 block: 94.9

What do the screens show for `NC(N)=NS(=O)(=O)c1ccc(N=Cc2ccccc2[N+](=O)[O-])cc1`?
BAP1 block: 154.2

Results for COc1ccc(-c2nnc(SCC(=O)c3ccc(C)o3)o2)cc1 ?
BAP1 block: 103.2

What do the screens show for `COc1cc(C2NC(=O)NC(C)=C2C(=O)OCC2CCCO2)ccc1O` (stereo not drawn)?
HePTP inh: 12.1; BAP1 block: 88.7

How did Cc1ccc(C(CC(=O)N2CCOCC2)c2ccco2)cc1 (stereo not drawn) do in these assays?
HePTP inh: 9.0; BAP1 block: 72.4

How did Cc1cc(NC(=O)COC(=O)CSc2nc3cc(Cl)ccc3n2Cc2ccccc2)no1 do in these assays?
HePTP inh: 1.9; BAP1 block: 71.5

Results for O=C(Nc1ccc(Sc2ccc([N+](=O)[O-])cc2)cc1)c1cccs1 ?
HePTP inh: 4.8

How did Cc1c(NC(=O)C2CC=CCC2C(=O)O)c(=O)n(-c2ccccc2)n1C (stereo not drawn) do in these assays?
HePTP inh: 4.4; BAP1 block: 93.2

How did COc1cc(/C=C(/C#N)C(=O)Nc2cccc(Br)c2)cc(OC)c1O do in these assays?
HePTP inh: -1.3

Results for Cc1ccc(-n2c(SCc3cn4ccsc4n3)nc3ccccc3c2=O)cc1 ?
HePTP inh: 7.8; BAP1 block: 88.0

What do the screens show for `CC(C)Oc1cc(O)c2c(=O)c(-c3ccc(O)cc3)coc2c1`?
HePTP inh: -2.5; BAP1 block: 101.7

How did COCCNC(=O)NC(=O)COC(=O)C12CC3CC(CC(NC(C)=O)(C3)C1)C2 do in these assays?
HePTP inh: 7.9; BAP1 block: 107.8

Results for Cc1ccc(SC(C)C(=O)N2CCCC2)cc1 (stereo not drawn) ?
HePTP inh: 15.0; BAP1 block: 122.9

What do the screens show for `CCn1c(=O)cc(SCC(=O)NCCCN2CCN(c3ccc(F)cc3)CC2)c2ccccc21`?
HePTP inh: -3.5; BAP1 block: 112.2

What do the screens show for `CCN(CC)CCNS(=O)(=O)c1cccc2nsnc12`?
BAP1 block: 65.4

What do the screens show for `CCC(CC)C(=O)Nc1c2c(nn1-c1ccc(OC)cc1)CS(=O)C2` (stereo not drawn)?
HePTP inh: -5.0; BAP1 block: 100.5

What do the screens show for `Cc1cc(C(=O)CCC(=O)N2CCN(S(=O)(=O)c3cccs3)CC2)c(C)s1`?
HePTP inh: -2.4; BAP1 block: 56.8

Results for CC1C=CCC2C(=O)N(c3cccc(C(=O)N4CCCCCC4)c3)C(=O)C12 (stereo not drawn) ?
HePTP inh: 3.5; BAP1 block: 95.7

How did Oc1cccc(-n2c(O)c(/C=C3\C=Nc4ccccc43)sc2=S)c1 do in these assays?
HePTP inh: -0.2

Results for C=CS(=O)(=O)c1ccc(C(C)(C)C)cc1 ?
HePTP inh: 6.3

Results for CCCOP(=O)(c1ccc(N(C)C)cc1)C(O)c1cc(OC)c(OC)c(OC)c1 (stereo not drawn) ?
HePTP inh: -5.8; BAP1 block: 71.2

How did Cc1ccccc1N1C(=O)/C(=C\c2ccc(F)cc2)SC1=S do in these assays?
HePTP inh: 2.2

How did CC(C)N(Cc1ccccc1)C(=O)/C=C/c1cccc([N+](=O)[O-])c1 do in these assays?
HePTP inh: -10.6

What do the screens show for `Cn1c(C(=O)OCC(=O)NCc2cccs2)cc2sccc21`?
HePTP inh: 6.4; BAP1 block: 65.4

What do the screens show for `Cc1ccc(S(=O)(=O)CCc2nc3ccccc3o2)cc1C`?
HePTP inh: 4.9

How did CCC(=O)NC(=Nc1nc2ccccc2s1)NC(=O)CC do in these assays?
HePTP inh: 4.5; BAP1 block: 446.5

Reprinted at random: 7 compounds from above.
What do the screens show for `Cc1cc(C(=O)CCC(=O)N2CCN(S(=O)(=O)c3cccs3)CC2)c(C)s1`?
HePTP inh: -2.4; BAP1 block: 56.8

What do the screens show for `CCn1c(=O)cc(SCC(=O)NCCCN2CCN(c3ccc(F)cc3)CC2)c2ccccc21`?
HePTP inh: -3.5; BAP1 block: 112.2

How did CCC(=O)NC(=Nc1nc2ccccc2s1)NC(=O)CC do in these assays?
HePTP inh: 4.5; BAP1 block: 446.5

Results for O=C(Nc1ccc(Sc2ccc([N+](=O)[O-])cc2)cc1)c1cccs1 ?
HePTP inh: 4.8

What do the screens show for `CCN(CC)CCNS(=O)(=O)c1cccc2nsnc12`?
BAP1 block: 65.4

How did Oc1cccc(-n2c(O)c(/C=C3\C=Nc4ccccc43)sc2=S)c1 do in these assays?
HePTP inh: -0.2

How did COCCNC(=O)NC(=O)COC(=O)C12CC3CC(CC(NC(C)=O)(C3)C1)C2 do in these assays?
HePTP inh: 7.9; BAP1 block: 107.8

2 successive records from above, for reference:
Results for CCCOP(=O)(c1ccc(N(C)C)cc1)C(O)c1cc(OC)c(OC)c(OC)c1 (stereo not drawn) ?
HePTP inh: -5.8; BAP1 block: 71.2

How did Cc1ccccc1N1C(=O)/C(=C\c2ccc(F)cc2)SC1=S do in these assays?
HePTP inh: 2.2

(list continues)
What do the screens show for `Cc1ccc(OC(=O)c2ccc(Br)o2)cc1`?
HePTP inh: 5.5

What do the screens show for `Cc1cc2c(cc(C(=O)O)n2C)s1`?
HePTP inh: -1.6; BAP1 block: 98.5

Results for Cc1ccc(S(=O)(=O)C2CS(=O)(=O)CC2S(=O)(=O)c2ccc(C)cc2)cc1 (stereo not drawn) ?
BAP1 block: 122.1

What do the screens show for `CN(CCc1ccccn1)C(=O)CCNC(=O)Cn1cnc2ccccc2c1=O`?
HePTP inh: -12.3; BAP1 block: 115.5

How did O=C(O)c1cn(C2CC2)c2cc(N3CCNCC3)c(F)cc2c1=O do in these assays?
HePTP inh: 1.2

What do the screens show for `COc1ccc(-n2c(Cc3cccn3C)nnc2SCC(=O)Nc2ccc(C)cc2C)cc1`?
HePTP inh: 7.8; BAP1 block: 90.2

Results for COc1c(Cl)cc(C(=O)Nc2ccc(Cc3ccncc3)cc2)cc1Cl ?
HePTP inh: 0.7

What do the screens show for `CC1CCN(C(=O)CSc2nnc(-c3cc4ccccc4cc3O)n2Cc2ccco2)CC1`?
HePTP inh: -3.0; BAP1 block: 82.9

What do the screens show for `COc1nc(OC)nc(N2CCC(C(=O)NCC3CCCCC3)CC2)n1`?
HePTP inh: -1.2; BAP1 block: 99.5

How did COC(=O)C1=C(C)NC(C)=C([N+](=O)[O-])C1c1ccccc1C(F)(F)F (stereo not drawn) do in these assays?
BAP1 block: 63.8

Results for CCn1nc(NC(=O)c2cccnc2)c2cc3ccccc3nc21 ?
HePTP inh: 9.2; BAP1 block: 90.1

What do the screens show for `CCCc1cc(=O)oc2cc(OCC(=O)N(C)C)c(Cl)cc12`?
HePTP inh: 8.2
